Screening results deposited in PubChem BioAssay by National Center for Advancing Translational Sciences (NCATS).
AMA1 RON2 block – inhibitors of Plasmodium falciparum AMA1-RON2 interaction | AlphaScreen AMA1-biotinylated RON2 peptide binding | Potency, µM (series often up to 58.2 µM), inactives show top-dose activity change, negative = inhibition, hits mostly inhibitors | actives 0.2% (n = 360,000) | AID 720542;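 note: potency is the fitted concentration of half-maximal effect; 0% = vehicle wells and -100% = peptide control; nearly all actives have a fitted effect of over 45% in size; some results filed as inactive show a strong effect at the top dose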
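AMA1 (3D7) with his tag at 25 nM final met compounds first, then biotinylated RON2 peptide at 25 nM; detection used donor plus acceptor beads, 10 µg/mL apiece, read by AlphaScreen after 30 min at room temperature.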
Sm TGR block – blocks Schistosoma mansoni thioredoxin glutathione reductase | purified TGR, DTNB reduction, TNB absorbance 405 nm | Potency, µM (doses to about 114 µM), for inactives: top-dose activity change, negative = inhibition, actives largely listed as inhibitors | actives 3% (n = 360,000); note: potency is the fitted concentration of half-maximal effect; nearly all actives have a fitted effect of over 60% in size
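TGR 20 nM + NADPH 100 uM (dispensed conc.), cpd preinc 15 min RT; start with NADPH (500 uM addition) then DTNB (15 mM addition). Kinetic TNB absorbance, 405 nm filter. Four-parameter Hill fit across titration.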
HCMV antiviral – blocks human cytomegalovirus replication | HFF cells, HCMV-luciferase reporter, 72 h; stronger effect = lower value | activity change, negative = inhibition, % at 57.5 µM | actives 4.5% (n = 410,000); in the data active = activity change below about -60%; inconclusive = no clear call, values can overlap the other calls; inactive = above about -39%
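Inhibition of viral replication was scored as loss of reporter luminescence in HFFs infected with HCMV-luciferase (MOI 1 PFU/cell) for 72 h; compounds tested at 2 doses, normalized to buffer and Salinomycin controls.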
HCV inhibitor – HCV inhibition; actives 3.4% (n = 340,000); Huh7.5.1 HCVcc-Cre infection, luciferase reporter, 44 h; Potency, µM (doses to about 41.8 µM), for the others: at the highest dose activity change, negative = inhibition, most hits filed as inhibitors; note: potency is the fitted concentration of half-maximal effect
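After 44 h co-culture of compound, cells and HCVcc-Cre (~0.5 moi), substrate is added for 15 min at room temperature and luciferase measured over 15 sec. Cells were seeded at 1,000/well and pre-cultured 4 h.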
AmpC inh detg – inhibitors of E. coli AmpC beta-lactamase with detergent. Potency, µM (highest dose often 114 µM), without a hit: top-dose activity change, negative = inhibition, most hits filed as inhibitors. P00811. actives 0.041% (n = 370,000). AmpC hydrolysis of nitrocefin, absorbance 480 nm, 0.01% Triton. AID 485294;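 note: potency is the fitted concentration of half-maximal effect; 0% = no-compound wells and -100% = no-enzyme wells; nearly all actives have a fitted effect of over 25% in size; some results filed as inactive show a strong effect at the top dose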
Target sequence (P00811 whole entry, looked up): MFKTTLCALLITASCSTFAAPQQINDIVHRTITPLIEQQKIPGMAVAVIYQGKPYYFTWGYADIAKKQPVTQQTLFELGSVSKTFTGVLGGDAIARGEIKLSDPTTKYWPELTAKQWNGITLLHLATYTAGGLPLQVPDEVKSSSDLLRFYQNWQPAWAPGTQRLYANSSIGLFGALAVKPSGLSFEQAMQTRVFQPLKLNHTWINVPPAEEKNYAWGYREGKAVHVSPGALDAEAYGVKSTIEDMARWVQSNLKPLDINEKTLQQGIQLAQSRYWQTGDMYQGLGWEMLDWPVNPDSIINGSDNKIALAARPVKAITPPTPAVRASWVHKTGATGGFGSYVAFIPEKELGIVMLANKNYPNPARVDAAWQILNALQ
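20 mM phosphate pH 7.0 + 0.01% (detergent screen) or 0.0001% Triton X-100; 5.3 nM AmpC reagent; cpd preinc 15 min RT; nitrocefin (800 uM stock) to start; A480 q20 s × 4 min; Activity was normalised to no-enzyme and no-compound control wells.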
Giardia FBPA inh – inhibitors of Giardia lamblia fructose-1,6-bisphosphate aldolase; Potency, µM (titrated, usually from 59.6 µM), without a hit: at the highest dose activity, negative = inhibition, actives largely listed as inhibitors; actives 0.71% (n = 290,000); purified Giardia FBPA; AID 2451; note: potency is the fitted concentration of half-maximal effect; nearly all actives have a fitted effect of over 55% in size
Target sequence (A8B2U2 whole entry, looked up): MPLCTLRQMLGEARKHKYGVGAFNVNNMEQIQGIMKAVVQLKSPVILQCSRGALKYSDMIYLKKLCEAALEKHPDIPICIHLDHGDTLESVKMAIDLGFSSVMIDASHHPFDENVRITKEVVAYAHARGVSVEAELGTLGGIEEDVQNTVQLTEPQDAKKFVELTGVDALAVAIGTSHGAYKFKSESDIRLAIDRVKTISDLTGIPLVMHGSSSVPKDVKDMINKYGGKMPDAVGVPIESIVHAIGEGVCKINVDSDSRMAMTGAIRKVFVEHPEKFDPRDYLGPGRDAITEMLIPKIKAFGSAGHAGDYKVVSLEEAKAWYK
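40 nM FBPA preincubated 10 min at RT with compound (up to 57.5 uM final), then substrate plus GAPDH/TPI/NAD/arsenate coupling and diaphorase/resazurin added. Fluorescence read after 20 min at RT, 525/598 nm.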
* hit, by the source's call; ? = inconclusive; . = no result given; [ ] = another dose, or the depositor's remark. Unless noted, calls come from the whole dose curve; as a rule, active = well fitted curve in the direction sought with a large enough effect; inconclusive = small, poorly fitted or top-dose-only effect, or another doubt; inactive = no such curve, though single readings can be large; an effect the other way counts as inactive or inconclusive. Unless noted, % is set by controls: 0 for no effect and ±100 for the full control effect.

| smiles | Giardia FBPA inh | HCV inhibitor | AMA1 RON2 block | HCMV antiviral | Sm TGR block | AmpC inh detg |
| --- | --- | --- | --- | --- | --- | --- |
| O=C(c1c(O)cc(O)cc1O)C1c2c(cc(O)c3c2O[C@H](c2ccc(O)cc2)[C@@H](O)C3)OC1c1ccc(O)cc1 (stereo not given in full) | . | -10% | ? | 48 | -36% | 5% |
| CCN(C[C@H]1N[C@@](Cc2ccccc2)(C(=O)OC)[C@H]2C(=O)N(Cc3ccccc3)C(=O)[C@@H]12)C(C)=O | . | 11% | 13% | 15 | . | . |
| O=C(NC1CCN(S(=O)(=O)c2ccc(F)cc2)CC1)c1ccc(F)cc1 | 5% | 11% | 8% | -22 | 10% | 5% |
| COc1ccccc1CC(=O)Nc1cc(Cl)ccc1O | -17% | -15% | 2% | -16 | 7% | -1% |
| Cc1ccc2nc(-c3ccncc3)cc(C(=O)N3CCC4(CC3)OCCO4)c2c1 | 4% | 1% | 5% | 12 | -13% | 2% |
| Cc1[nH]nc(N=Cc2c(O)n(C)c(=O)n(C)c2=O)c1-c1ccccc1 | 0% | 4% | -5% | . | 1% | ? |
| Cc1ccccc1NC(=S)N(Cc1cccnc1)Cc1ccccc1Cl | 2% | 19% | -5% | -25 | 10% | -7% |
| O=C(Nc1ccccn1)c1ccc2c(c1)OCCO2 | 2% | -10% | -5% | -7 | -3% | ? |
| Cc1cc(N2CCOCC2)nc2ccc(NC(=O)CCC(=O)N3CCC(C)CC3)cc12 | ? | -1% | 6% | 86 | -3% | 9% |
| Cc1ccc(Nc2c([N+](=O)[O-])c(=O)n(C)c3ccccc23)cc1C | -15% | ? | -4% | -7 | -3% | -1% |
| O=C(CNS(=O)(=O)c1c(F)cccc1F)NC1CCCc2ccccc21 (stereo not given) | . | -6% | -3% | 32 | . | . |
| COc1ccc(C(=O)Nc2ccc3nc(SCC(=O)N(C)c4ccccc4)sc3c2)cc1 | . | . | . | -74* | 16% | 15% |
| COc1ccc(C(CNC(=O)c2ccc(S(=O)(=O)N3CC(C)CC(C)C3)cc2)N(C)C)cc1 (stereo not given) | . | ? | -30% | -27 | . | . |
| CN(Cc1nc(Cc2ccccc2F)no1)Cc1cccc2ncccc12 | 2% | 11µM* | 2% | -85* | 10% | 9% |
| COC(=O)NCc1c(C)nn(-c2ccccc2)c1-n1cccc1 | . | . | . | -31 | 0% | -7% |
| CC(=O)Nc1ccc(S(=O)(=O)Nc2cc(Cl)ccc2N2CCOCC2)cc1 | . | -10% | -2% | 18 | . | . |
| Cc1ccc2c(c1)C1(OCCCO1)C(=O)N2CC(=O)NN | . | 12% | 29% | -7 | . | . |
| CCN(CC)C(=O)CC(c1cc(OC)c(OC)c(OC)c1)c1c(O)cc(OC)cc1OC (stereo not given) | ? | 5% | 4% | -25 | -1% | 2% |
| C/C=C(\C)C(=O)OC(C)(C)[C@H]1Cc2cc3ccc(=O)oc3cc2O1 | 1% | -14% | 9% | 166 | 4% | -2% |
| CC(C)(C)C(=O)N1CCN(S(=O)(=O)c2ccc3c(c2)OCCCO3)CC1 | . | ? | 5% | ? | -22% | ? |

Looked up above:
CCN(C[C@H]1N[C@@](Cc2ccccc2)(C(=O)OC)[C@H]2C(=O)N(Cc3ccccc3)C(=O)[C@@H]12)C(C)=O in HCMV antiviral is listed with 15
Cc1[nH]nc(N=Cc2c(O)n(C)c(=O)n(C)c2=O)c1-c1ccccc1 in AMA1 RON2 block is listed with -5%

Carrying on.
| smiles | Giardia FBPA inh | HCV inhibitor | AMA1 RON2 block | HCMV antiviral | Sm TGR block | AmpC inh detg |
| --- | --- | --- | --- | --- | --- | --- |
| OC(CN1CCNCC1)Cn1c2ccccc2c2ccccc21 (stereo not given) | -6% | -23% | -9% | ? | 0% | -13% |
| CC(C)(C)c1ccc(CN(Cc2ccco2)Cc2nnnn2C2CCCC2)cc1 | -6% | ? | 4% | 6 | -25% | 0% |
| Cc1ccc(N(CC(N)=O)C2SC(=O)N(C)C2=O)cc1 (stereo not given) | 0% | 16% | -4% | -1 | -2% | 11% |
| COc1ccc(/C=C/C(=O)N2CCC(c3nc4ccccc4o3)CC2)cc1OC | . | . | . | -33 | -6% | 16% |
| O=C(c1ccc([N+](=O)[O-])cc1)N1CCN(C(=O)C2CCCCC2)CC1 | 10% | 2% | -6% | 32 | -20% | 3% |
| CCn1c(SCCC(C)C)nnc1-c1c[nH]c2ccccc12 | 5% | ? | 1% | -18 | 0% | -13% |
| O=C(COC(=O)CCc1ccc(S(=O)(=O)N2CCOCC2)cc1)NC1CCCC1 | 4% | 27% | 12% | 19 | -9% | -1% |
| COc1ccc(/C=C/C(=O)Nc2ccc(Cl)c(Cl)c2)cc1 | . | . | . | -3 | 0% | 0% |
| O=C(NCC1CCCO1)c1onc(CSc2ccccc2F)c1C(=O)O (stereo not given) | 11% | 28% | 7% | 14 | 8% | -2% |
| COc1cc(OC)cc(C(=O)NNC(=O)c2ccccn2)c1 | 2% | ? | 115%[activator] | -98* | 1% | ? |
| COC(=O)CNC(=O)COC(=O)/C=C/c1ccccc1[N+](=O)[O-] | -2% | 15% | 8% | 22 | -13% | -7% |
| O=C(c1cccs1)N1CCC(c2nc3c(nnn3Cc3ccccc3Cl)c(=O)[nH]2)CC1 | -3% | 1% | -2% | 70 | -6% | -9% |
| CCOCCCNC(=O)/C(C#N)=C/c1cc(OC)c(O)c([N+](=O)[O-])c1 | ? | -5% | -10% | -3 | -1% | -8% |
| Fc1ccccc1NC(=S)Nn1cnnc1 | . | 14% | -6% | -2 | ? | 10% |
| COc1cc(C(=O)Oc2c(Sc3ccccc3)c(C)nn2-c2ccccc2)cc(OC)c1OC | . | . | . | 16 | ? | 9% |
| CCOC(=O)C1CCN(S(=O)(=O)c2c(C)n[nH]c2C)CC1 | 12% | -22% | -8% | 26 | 11% | 3% |
| CCOC(=O)N1CCN(C(=O)c2ccccc2-c2ccccc2)CC1 | 0% | ? | -14% | 0 | 1% | -8% |
| CC1CN(S(=O)(=O)c2ccc(CN3C(=O)c4cccnc4C3=O)cc2)c2ccccc2O1 (stereo not given) | 0% | 14% | 10% | -36 | 8% | -14% |
| COc1ccc(NC(=O)NNC(=O)COc2ccc3ccccc3c2)cc1OC | -3% | 16% | 92%[activator] | 0 | -14% | ? |
| COc1ccc(-c2cccc(NS(=O)(=O)c3cc(C)c(OC)c(C)c3C)c2)nn1 | . | . | . | ? | 5% | 11% |

Additional entries follow.
| smiles | Giardia FBPA inh | HCV inhibitor | AMA1 RON2 block | HCMV antiviral | Sm TGR block | AmpC inh detg |
| --- | --- | --- | --- | --- | --- | --- |
| COc1ccc(S(=O)(=O)NC2CC2)cc1C(=O)N1CCOCC1 | -5% | 5% | -3% | -8 | . | 5% |
| COc1cc(CNC2CCCCCCC2)ccc1OCC(N)=O | -1% | 8% | -5% | 9 | -8% | -9% |
| Cc1cccc(N2C(=O)CC(Sc3ncn[nH]3)C2=O)c1 (stereo not given) | 20µM* | 15% | 15% | -39 | 7.1µM* | 3% |
| CN(C)/C=C/C(=O)c1ccc(S(=O)(=O)c2ccccc2)cc1 | 9% | 17% | -2% | -18 | -15% | 9% |
| CC(C)C1COC(c2cccc3ccccc23)=N1 (stereo not given) | -7% | 4% | -4% | 63 | -18% | -5% |
| COc1ccc2cc3c(N)c(C(=O)N4CCCC4)sc3nc2c1 | -22% | ? | 7% | 29 | 1% | 0% |
| Cc1ccccc1NC(=O)CNc1ccccc1C(=O)NCc1ccco1 | -12% | 6% | 4% | 13 | ? | -8% |
| CC(CNS(=O)(=O)c1ccccc1)(c1ccccc1)N1CCCCC1 (stereo not given) | 4% | 16% | 2% | -26 | 2% | -7% |
| C=C(C)CSc1nc(N)c2c(C)c(C)sc2n1 | 7% | 2% | -6% | 5 | 7% | -12% |
| COc1ccc([N+](=O)[O-])cc1CSc1ccccn1 | 1% | 7% | 9% | -26 | 1% | 1% |
| Nc1nonc1C(=O)NCCNS(=O)(=O)c1ccc(F)cc1 | -3% | 4% | -1% | 29 | -13% | -12% |
| O=C(CN1CCN(Cc2ccccc2F)C1=O)NCCc1ccc(Cl)cc1 | -6% | -17% | -5% | -12 | 2% | -13% |
| Cn1c(C(=O)OCC(=O)NCc2ccco2)cc2sccc21 | -4% | 10% | -5% | 7 | 50µM* | -10% |
| Clc1ccc(OCc2nc3ccccc3n2Cc2ccccc2)c(Cl)c1 | . | . | . | 52 | -7% | -6% |
| COc1ccc(-n2c(N)c(C(=O)NCc3ccco3)c3nc4ccccc4nc32)c(OC)c1 | -26% | ? | 45%[activator] | -11 | 25µM* | ? |
| O=C(Nc1ccccc1)Nc1ccc(C(=O)N2CCCC2)cc1 | -6% | 5% | 24% | 53 | 7% | -5% |
| C=C(C)c1cccc(C(C)(C)NC(=O)Nc2ncccn2)c1 | 0% | ? | -7% | 8 | -17% | -9% |
| O=[N+]([O-])c1ccc(NCCNS(=O)(=O)c2ccccc2)c(C(F)(F)F)c1 | -1% | -12% | 6% | -5 | 14% | 4% |
| O=C(C=C1CCN(c2ncc(C(F)(F)F)cc2Cl)CC1)NNC(=O)Nc1ccc(Cl)cc1 | 7% | 5% | -6% | -1 | 6% | -1% |
| COc1ccc(CCNC(=O)c2cc(-c3cc(C)ccc3O)n[nH]2)cc1OC | 8% | ? | 2% | -30 | 0% | -12% |

(cont.)
| smiles | Giardia FBPA inh | HCV inhibitor | AMA1 RON2 block | HCMV antiviral | Sm TGR block | AmpC inh detg |
| --- | --- | --- | --- | --- | --- | --- |
| CCN(C(=O)COC(=O)c1ccc2c(c1)OCO2)c1ccccc1 | . | -7% | 1% | -18 | . | . |
| COc1ccc(Cc2nnc(SCC(=O)NC3CCCCC3)n2C)cc1 | -2% | 3% | -2% | -12 | 1% | ? |
| O=C(Nc1ccccc1N1CCOCC1)c1ccccc1[N+](=O)[O-] | 6% | 16% | 17% | -8 | 11% | 1% |
| CCc1ccc2[nH]cc(S(=O)(=O)c3ccc(C)c(C)c3)c(=O)c2c1 | 11% | -25% | -10% | 29 | 4% | 0% |
| O=C(c1cc(Cl)cc(Cl)c1)N1CCN(c2cc(C(F)(F)F)nc3ccccc23)CC1 | -1% | 2% | 11% | 21 | 2% | -5% |
| CCOC(=O)c1c(C)[nH]c(C)c1S(=O)(=O)N1CCC(C(=O)Nc2ccc(C)c(N(C)C)c2)CC1 | . | . | . | -5 | 2% | 5% |
| O=C(c1cccc([N+](=O)[O-])c1)N1CCCC(C(=O)N2CCN(c3ccccc3)CC2)C1 (stereo not given) | 4% | . | 16% | 76 | 1% | 1% |
| O=C(CN1C(=O)C2(SCC(=O)N2c2cccc(Cl)c2)c2ccccc21)NCCc1ccccc1 (stereo not given) | . | . | . | -8 | -6% | 3% |
| COc1ccccc1OCC(=O)Nn1c(=S)[nH]c2ncccc2c1=O | ? | 18% | 107%[activator] | -17 | 0% | ? |
| CCOC(=O)c1cnc2c(-c3ccc(Cl)cc3)cnn2c1C | 3% | 27% | 3% | 4 | 0%[57.1 µM] | 0% |
| Cc1ccccc1S(=O)(=O)N1[C@@H](c2ccc(F)cc2)C(C(=O)O)=CC[C@H]1c1ccc(Cl)cc1 | . | 29% | 10% | 86 | -23% | -15% |

No enrichment for hits. Share with any hit: about 9.3%.
